ADAM10 inh = ADAM10 inhibition, QFRET primary screen. inhibition, % at 7 µM. 370,000 tested, 0.62% active. AID 720582. O14672. recombinant ADAM10, EDANS/DABCYL FRET peptide cleavage, 3 h;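 active means inhibition above a per-campaign cutoff equal to the mean of compounds falling between control-based bounds plus 3 SD, cut at about 20% in these data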;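 further: 0% = DMSO wells while the 100% control is not disclosed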
hgDAF12 agonist = agonists of H. glycines DAF-12 nuclear receptor | HEK293 GAL4-hgDAF12 UAS-luciferase reporter, agonist luminescence; normalized to butyrate control | activation, % at 6.8 µM | 370,000 tested, 1.8% active;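 active means activation above a cutoff set at the mean of all screened compounds plus 3 SD, cut at about 10% in these data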;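 further: 0% = DMSO wells and 100% = sodium butyrate wells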
hcDAF-12 act = activates DAF-12 receptor from parasite H. contortus | HEK293 hcDAF-12 lit1-tk-luc reporter, luminescence; 0% DMSO, 100% Δ7-dafachronic acid | activation, % at 6.8 µM | 370,000 tested, 1.4% active | AID 652067;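 active means activation above the mean of all tested compounds plus 3 SD, cut at about 5.5% in these data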;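 further: 100% = response to 3 µM Δ7-dafachronic acid high control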
ADAM17 inh = inhibits human ADAM17. P78536. recombinant ADAM17, EDANS/DABCYL FRET peptide cleavage. inhibition, % at 6.95 µM. 370,000 tested, 0.83% active. AID 720648;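 active means inhibition above the mean of compounds lying between control limits plus 3 SD, set per campaign, cut at about 8.5% in these data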;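 further: 0% = DMSO-only wells as the low control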
Target sequence (P78536 215-824 limits assumed): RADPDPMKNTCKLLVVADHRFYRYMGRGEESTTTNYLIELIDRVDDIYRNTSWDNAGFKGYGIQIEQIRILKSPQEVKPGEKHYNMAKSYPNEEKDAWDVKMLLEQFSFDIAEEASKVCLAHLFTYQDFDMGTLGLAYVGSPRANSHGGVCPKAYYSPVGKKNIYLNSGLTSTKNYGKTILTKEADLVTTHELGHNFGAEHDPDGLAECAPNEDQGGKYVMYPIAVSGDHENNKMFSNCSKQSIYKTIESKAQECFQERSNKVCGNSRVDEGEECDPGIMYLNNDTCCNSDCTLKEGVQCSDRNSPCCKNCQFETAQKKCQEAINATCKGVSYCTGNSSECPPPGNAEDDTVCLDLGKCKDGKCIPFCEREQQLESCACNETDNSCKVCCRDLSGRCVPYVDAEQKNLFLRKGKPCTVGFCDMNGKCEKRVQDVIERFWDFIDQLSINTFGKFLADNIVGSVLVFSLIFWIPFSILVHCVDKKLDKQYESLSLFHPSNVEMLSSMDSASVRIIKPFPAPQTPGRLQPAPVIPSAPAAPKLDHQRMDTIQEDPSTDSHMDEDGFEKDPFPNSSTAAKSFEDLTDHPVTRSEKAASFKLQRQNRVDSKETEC
PG9 Ab binder = binds the HIV-1 gp120 antibody PG9; 360,000 tested, 0.43% active; AID 624416; inhibition, % at 6.7 µM; TR-FRET gp120-PG9 antibody binding; in the data active means inhibition above about 8.5%
ssDAF-12 act = activators of S. stercoralis DAF-12 nuclear receptor. HEK293 ssDAF-12/GRIP1 lit1-tk-luc reporter, luminescence; % of 3 µM dafachronic acid response. activation, % at 6.8 µM. 370,000 tested, 1% active. AID 652126;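 active means activation above the mean over all tested compounds plus 3 SD, cut at about 0.9% in these data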;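 further: 0% = DMSO-only wells and 100% = 3 µM delta7-dafachronic acid wells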
FXN GAA850 act = increases GAA850 frataxin promoter reporter activity | 360,000 tested, 0.56% active | activation, % at 6 µM | HEK293 lucGAA850 FXN promoter luciferase reporter, 24 h; percent of 10 µM SAHA response;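 active means activation above the average of all compounds screened plus 3 SD, cutoff fixed separately per campaign, cut at about 7.5% in these data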;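 further: 0% = DMSO wells and 100% = 10 µM SAHA wells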
NPR1 activator = GC-A (human) enzyme activation. P16066. HEK293 GC-A cells, cGMP TR-FRET, EC30 ANP; 0% at EC30 ANP, 100% saturating ANP. activation, % at 10 µM. 370,000 tested, 0.14% active. AID 1671463; in the data active means activation above about 40%
DAX1 inh-1 = blocks DAX1 repression of SF-1 activated StAR promoter. HEK293T StAR-luciferase reporter, SF-1/DAX-1 repression relief. inhibition, % at 6.8 µM. 370,000 tested, 1.1% active. AID 652010;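 active means inhibition above the mean over all tested compounds plus 3 SD, cut at about 3.6% in these data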;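 further: 0% = DAX-1 cells with DMSO and 100% = cells lacking DAX-1 with DMSO; higher inhibition means more luminescence from relief of DAX-1 repression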
DAX1 inh-2 = inhibits human nuclear receptor DAX1; P51843; HEK293 Gal4-DAX1 luciferase reporter, luminescence; inhibition, % at 6.75 µM; 340,000 tested, 0.99% active; AID 504766;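 active means inhibition above the mean over all tested compounds plus 3 SD, cut at about 4.2% in these data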;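 further: 0% = DAX1-transfected cells with DMSO and 100% = empty-vector control cells with DMSO; inhibition shows as a rise in luminescence from relieved DAX1 repression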
Target sequence (P51843 207-470 limits assumed): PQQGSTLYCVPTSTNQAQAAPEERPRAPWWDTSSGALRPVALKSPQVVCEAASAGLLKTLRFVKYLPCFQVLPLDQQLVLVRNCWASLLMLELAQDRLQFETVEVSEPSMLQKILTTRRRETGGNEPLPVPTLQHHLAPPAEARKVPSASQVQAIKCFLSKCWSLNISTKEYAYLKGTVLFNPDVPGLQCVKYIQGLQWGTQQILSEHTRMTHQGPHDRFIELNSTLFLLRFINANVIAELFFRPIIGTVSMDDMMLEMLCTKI
SMARCA2 activ = activators of SMARCA2 function. MG213 cells, MMTV-luciferase reporter, dexamethasone, overnight. activation, % at 9.1 µM. AID 652017. 370,000 tested, 1% active; in the data active means activation above about 7.8%;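 further: 0% = vehicle wells and 100% = reference activator wells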
* = called active by the depositor; i = inactive; . = no result given.

SMILES	ADAM10 inh	hgDAF12 agonist	hcDAF-12 act	ADAM17 inh	PG9 Ab binder	ssDAF-12 act	FXN GAA850 act	NPR1 activator	DAX1 inh-1	DAX1 inh-2	SMARCA2 activ
CCc1cccc(CC)c1NC(=O)CSc1nc2ccc(N3C(=O)C4C5C=CC(C5)C4C3=O)cc2s1 (stereo not given)	-2.3	-5.8	-3.3	-2.8	-1.3	-1.8	-1.7	0.3	-1.7	-2.5	-4.2
CCNc1ccc(C(=O)OCC(=O)NCCN2C(=O)CSC2=O)cc1[N+](=O)[O-]	-1.5	2.0	-0.1	-2.8	1.2	-2.0	-1.0	2.0	0.6	1.3	-3.2
O=C1CCN(Cc2ccccc2)CCN1[C@H](COc1ccccc1)Cc1ccccc1	2.9	0.5	1.1	-0.1	-2.2	-1.4	-1.6	-5.6	-0.2	0.9	0.7
O=C(N/C(=C\c1cccc([N+](=O)[O-])c1)C(=O)N1CCOCC1)c1ccc([N+](=O)[O-])cc1	0.7	0.7	-1.6	-3.0	-0.8	-1.6	2.2	2.0	-0.6	-0.7	-0.3
CC(C)C(=O)NC(c1cccc([N+](=O)[O-])c1)c1c(O)ccc2ccccc12 (stereo not given)	-6.8	4.9	0.3	-4.3	-1.0	-0.5	3.4	-12.6	1.5	1.4	-1.0
CCOC(=O)N1CCN(Cc2nc3c(c(=O)n(C)c(=O)n3C)n2CCCc2ccccc2)CC1	-4.0	0.3	-0.7	-3.0	0.6	-1.4	0.7	2.9	0.7	-0.1	1.1
COCCN(C(=O)Nc1ccc(OC)cc1OC)C1CCN(C(C)C)CC1	1.6	-4.1	0.7	-0.4	-1.2	-1.9	0.7	2.4	0.1	1.9	-0.8
Cc1cc(C)c2c(N)c(C(=O)Nc3nccs3)sc2n1	i	15.9*	18.0*	i	-5.0	2.3*	-2.6	18.5	2.2	-3.6	3.5
CCOC(=O)c1cnn(-c2ccccc2)c1NC(=O)c1ccccc1C	10.3	-2.2	-1.7	0.3	-0.1	-1.2	1.0	-2.1	-0.4	-1.2	1.3
COc1cc(NC(=O)[C@@H](Cc2ccccc2)NC(=O)[C@H]2O[C@@H](n3ccc(=O)[nH]c3=O)[C@H](O)[C@@H]2O)cc(OC)c1OC	-8.5	0.0	-0.2	-3.8	-0.7	-0.8	.	-2.2	0.9	.	-2.0
COc1ccccc1-c1nnc2sc(COc3ccc(Cl)cc3Cl)nn12	3.9	0.1	-2.0	0.6	1.7	-1.4	-1.5	26.6	0.1	-2.3	-1.7
c1ccc2oc(SCc3cn4ccccc4n3)nc2c1	-0.9	9.5	5.9*	-5.5	1.0	-1.1	2.8	-0.1	3.7*	2.4	0.4
CC(C)c1nc(C#N)c(N2CCOCC2)o1	0.7	1.4	3.1	2.9	-3.0	-1.1	3.0	-1.8	-0.4	0.6	-1.5
COc1ccc(S(=O)(=O)N2CCC(C(=O)NCCC(=O)Nc3cccc(Cl)c3)CC2)cc1	4.9	-1.8	-1.6	0.8	-1.7	-1.6	-0.6	-3.8	-3.1	-0.6	-1.2
CN1CCN(CCNC(=O)Nc2ccccc2[N+](=O)[O-])CC1	0.7	0.6	-0.1	-2.8	-1.7	-1.0	2.1	4.6	-0.1	0.1	-2.1
CC(=O)O[C@@H]1C=C[C@@H](C#Cc2ccc(C(C)(C)C)cc2)O[C@@H]1COC(=O)NC(C)C	-3.7	-2.0	-0.4	0.4	-1.2	-0.9	.	8.8	-0.5	.	4.5
O=C(Cn1ccc([N+](=O)[O-])n1)N1CCc2ccccc21	0.0	-0.1	-0.5	-5.0	1.1	-0.5	2.0	2.9	0.0	-1.3	0.3
O=C(NCC1CCS(=O)(=O)C1)NCC1CCS(=O)(=O)C1 (stereo not given)	0.8	1.8	-1.2	-3.9	0.8	-1.5	0.2	-1.8	-0.1	0.1	0.0
O=C(CSc1nnc(-c2ccncc2)o1)Nc1cc(F)ccc1F	-7.9	12.6*	3.0	-5.6	-1.2	-1.3	3.1	1.5	4.9*	1.0	1.7
COc1ccc(-c2cc(C(=O)NCc3cccnc3)no2)cc1OC	-0.5	-0.4	-0.2	-6.3	-2.6	-1.2	-0.4	4.7	-0.7	-0.2	-2.2
CC(C)C(=O)Nc1ccc([N+](=O)[O-])c(C(F)(F)F)c1	-1.3	-2.8	-2.3	-3.8	-1.7	-1.3	1.4	-0.9	-0.6	-1.2	-2.0
Cc1cccc(C(=O)N2CCN(S(=O)(=O)N3CCCCC3)CC2)c1	-0.1	1.6	-0.2	-1.5	-2.5	-1.3	-0.2	4.9	1.5	0.5	3.3
COc1ccccc1-c1nnc(SCC(=O)c2c(N)n(C3CC3)c(=O)[nH]c2=O)o1	-10.9	2.0	4.5	-13.2	-2.7	0.1	-0.5	-3.2	-1.0	1.5	-0.2
C[C@@H](c1ccccc1)N1C[C@@H](COCc2ccccc2)Oc2cc(N3CC[C@H](O)C3)ccc2S1(=O)=O	19.4	-2.0	-1.5	7.4	1.4	-0.7	.	-3.5	-1.1	.	-1.0
CCC1CCC(C(=O)NC(C(=O)NCCCN2CCCCC2C)C(C)C)CC1 (stereo not given)	12.8	0.0	0.5	-3.2	-0.9	-0.4	1.9	2.3	0.7	0.8	-1.1
CC(=O)C1=C(c2ccccc2)OC(N)=C(C#N)C1c1ccc(O)cc1 (stereo not given)	1.8	1.1	0.1	-1.4	0.7	-1.4	2.2	-0.9	-0.7	1.7	0.2
COc1ccc(C2c3ccc(O)cc3Oc3ncn4nc(-c5ccccn5)nc4c32)cc1 (stereo not given)	2.9	-1.3	-2.5	-0.7	0.4	-1.2	2.2	13.0	0.1	1.0	2.4
O=C(CCc1ccc(O)cc1)c1c(O)cc(O)cc1O	-1.3	0.6	-2.3	-0.5	-1.4	-0.5	-0.1	-0.1	0.8	-0.2	0.7
Cc1cccc(N2CCN(C(c3cccs3)c3nnnn3C(C)(C)C)CC2)c1C (stereo not given)	2.7	1.2	-2.3	-1.1	-0.5	-1.5	1.4	0.4	0.1	-0.2	-2.2
CCC(C)NC(=O)COc1ccc(S(=O)(=O)N2CCOCC2)cc1 (stereo not given)	5.4	-0.9	-0.1	0.4	-2.3	-1.0	0.0	-0.9	0.7	-2.0	2.7
O=C(/C=C/c1ccccc1)N/C(=C/c1ccccc1)C(=O)Nc1cccc(C(=O)O)c1	-3.1	-0.6	-0.2	1.2	0.2	-1.4	-0.1	-0.9	0.1	0.8	-1.6
O=C1CCN(c2ccc([N+](=O)[O-])cc2F)CC1	6.0	3.9	-0.9	1.5	0.6	-1.7	1.3	2.4	-0.2	0.0	-1.7
c1ccc(CNc2c3ccccc3nc3ccccc23)cc1	i	-0.1	-0.2	-221.2	-2.9	-1.0	-3.1	-4.9	-0.8	-1.8	7.0
O=C(Nc1nnc(S(=O)(=O)N2CCCCC2)s1)c1ccc(Cl)cc1	-8.1	2.2	2.0	-0.2	-0.1	-1.1	-0.7	1.9	0.8	0.2	-1.1
Cc1nn(-c2ccccc2)c(C)c1/C=N/NC(=O)CSc1nnc(-c2ccccc2)n1-c1ccc(Cl)cc1	1.9	-1.5	-0.4	-0.8	-1.3	-0.8	-1.3	-22.5	0.5	-0.8	-1.1
Cc1ccc(C(C(=O)NCc2ccco2)N(CCc2ccccc2)C(=O)Cn2nnc3ccccc32)o1 (stereo not given)	6.6	-1.2	-0.4	10.1*	-2.2	-1.4	-3.1	-10.4	-0.8	0.1	-4.2
Cc1cc(C)c(OCC(=O)NCC2CCCO2)c(C)c1 (stereo not given)	1.0	-3.8	-0.9	-5.2	-0.5	-1.5	0.5	4.8	1.1	-0.5	1.1
OC(c1ccccc1)(c1nc(-c2ccc(F)c(Cl)c2)cs1)C(F)(F)F (stereo not given)	22.2*	0.7	0.2	7.7	-0.1	-0.9	2.2	6.2	-0.8	.	-3.5
CCn1c(SCCOc2ccc(Cl)cc2)nnc1-c1cccs1	0.4	-3.9	-2.4	-2.6	-1.8	-1.1	-1.0	-18.5	-0.9	-0.3	-2.1
O=C(c1ccc(Br)cc1)N(C1=NCCCCS1)c1ccccc1	-5.9	1.6	-2.3	-2.0	-1.4	-0.6	0.4	-12.1	0.5	1.6	-1.8
COc1ccc(C2C(C(=O)N3CCN(c4ccccn4)CC3)CCC(=O)N2c2ccc(OC)cc2)cc1 (stereo not given)	-6.4	0.4	1.2	-4.5	1.9	-0.9	-2.4	-1.8	0.2	-1.4	-1.2
CCN(CC(=O)NCc1ccc(Cl)cc1)C(=O)CSc1ccc(F)cc1	-6.2	-0.7	-2.0	-4.1	0.9	-1.6	-1.0	-1.1	0.7	-0.5	-0.1
COC(=O)[C@H](CC(C)C)N(Cc1cn(CC2CCCCC2)nn1)S(=O)(=O)c1ccccc1Br	14.5	-0.4	-1.7	5.0	.	-1.5	.	0.6	-1.8	.	0.0
CCCCNC(=O)c1ccccc1NC(=O)c1ccccc1N(C)S(C)(=O)=O	-10.2	2.4	-0.3	-0.7	-1.1	-1.9	-0.2	1.0	0.7	-0.3	0.3
Nc1nonc1-n1nnc(C(=O)N/N=C/c2ccco2)c1CSc1ccccc1	-4.1	-0.9	0.7	7.2	1.3	-0.7	0.3	-8.3	0.1	0.7	-0.4
O=C(NCc1ccc2c(c1)OCO2)c1ccc(Br)s1	-4.8	0.8	-0.8	-4.8	0.6	-0.7	3.2	3.0	-0.4	-1.2	-2.0
N#CCCN1CCN(S(=O)(=O)c2ccc3c(c2)CCC3)CC1	-7.4	3.1	1.1	-3.1	-0.2	-1.1	-0.6	-3.5	0.9	0.7	0.4
Cc1ccccc1CN1[C@@H](C)[C@H](c2ccccc2)Oc2cccc(N3CCCC(C)C3)c2S1(=O)=O (stereo not given in full)	1.0	2.1	-0.3	0.5	0.2	-0.5	.	0.5	1.3	.	-5.5
Cn1nnc(NC(=O)c2ccc(C(C)(C)C)cc2)n1	34.5*	9.0	1.4	-0.8	-2.4	-0.7	-0.1	-0.6	1.2	1.6	5.7
CCCCOc1ccc(CSc2n[nH]c(C)n2)cc1	6.0	4.2	1.6	1.9	-4.3	-0.9	0.4	-3.5	0.2	-0.5	4.0
CN(C)C(=O)c1cc(C(=O)c2ccccc2C(F)(F)F)c[nH]1	4.0	-4.7	-2.3	-5.0	0.0	-1.9	3.5	0.3	-1.3	-0.6	-3.3
CC(C)C(=O)OCc1cn(-c2ccc(Cl)c(Cl)c2)nn1	-11.5	0.0	-0.1	-5.5	-3.7	-0.4	1.4	2.1	-0.3	-0.4	-5.2
C[C@H]1CN[C@H](CCO)/C1=C\c1ccccc1	-3.1	1.2	0.5	2.5	-0.2	-1.3	0.8	3.5	-0.6	1.1	-1.1
COc1cc(C(CC(=O)N2CCCC2)c2c(OC)cc(OC)c3ccc(=O)oc23)cc(OC)c1OC (stereo not given)	-50.2	-1.4	0.1	-10.0	-1.6	-0.9	0.2	-2.3	-0.4	-0.9	0.1
CCOc1ccc2cc(C3CC(c4ccco4)=NN3S(=O)(=O)c3ccccc3)c(Cl)nc2c1 (stereo not given)	-3.7	-2.9	-1.3	-4.9	1.3	-1.6	1.2	-2.1	-0.5	-0.1	-3.3
